Bioassay records as filed in PubChem.
PLK1 PBD inh: PLK1 (human) polo-box domain binding inhibition; P53350; Plk1 PBD binding of FITC phosphopeptide, fluorescence polarization; Potency, µM, for inactives: max response, negative = inhibition, most hits filed as inhibitors; hit rate 2.8% among 360,000; AID 720504; also: potency is read from the fitted curve at half-maximal effect; series mostly up to about 57 µM; % is scaled to controls: 0 for no effect and ±100 for the full control effect; nearly all actives have a fitted effect of over 65% in size
CCT modulator: cytosolic chaperonin activity modulation | purified chaperonin ATPase assay, HTRF ADP detection, 30 min | activity change, % (concentration not given with the values), hits read low | hit rate 0.3% among 360,000; in the data active = activity change below about -30%; also: % is scaled to controls: 0 for no effect and ±100 for the full control effect
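ATPase activity: ADP formed was measured by HTRF Transcreener (665/615 nm ratio) after 30 min at 37 deg C with 10 uM ATP. Compounds screened at one 76 uM concentration against 40 or 20 nM TRiC in Tris pH 7.4/KCl/MgCl2/DTT buffer.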
WRN inhibitor: blocks human WRN helicase; Q14191; WRN helicase unwinding, fluorescent forked duplex, kinetic; Potency, µM (highest dose often 114 µM), for inactives: top-dose activity change, negative = inhibition, usual class: inhibitors; hit rate 0.46% among 360,000; also: potency is read from the fitted curve at half-maximal effect; % is scaled to controls: 0 for no effect and ±100 for the full control effect; nearly all actives have a fitted effect of over 55% in size
Target sequence (Q14191 whole entry, looked up): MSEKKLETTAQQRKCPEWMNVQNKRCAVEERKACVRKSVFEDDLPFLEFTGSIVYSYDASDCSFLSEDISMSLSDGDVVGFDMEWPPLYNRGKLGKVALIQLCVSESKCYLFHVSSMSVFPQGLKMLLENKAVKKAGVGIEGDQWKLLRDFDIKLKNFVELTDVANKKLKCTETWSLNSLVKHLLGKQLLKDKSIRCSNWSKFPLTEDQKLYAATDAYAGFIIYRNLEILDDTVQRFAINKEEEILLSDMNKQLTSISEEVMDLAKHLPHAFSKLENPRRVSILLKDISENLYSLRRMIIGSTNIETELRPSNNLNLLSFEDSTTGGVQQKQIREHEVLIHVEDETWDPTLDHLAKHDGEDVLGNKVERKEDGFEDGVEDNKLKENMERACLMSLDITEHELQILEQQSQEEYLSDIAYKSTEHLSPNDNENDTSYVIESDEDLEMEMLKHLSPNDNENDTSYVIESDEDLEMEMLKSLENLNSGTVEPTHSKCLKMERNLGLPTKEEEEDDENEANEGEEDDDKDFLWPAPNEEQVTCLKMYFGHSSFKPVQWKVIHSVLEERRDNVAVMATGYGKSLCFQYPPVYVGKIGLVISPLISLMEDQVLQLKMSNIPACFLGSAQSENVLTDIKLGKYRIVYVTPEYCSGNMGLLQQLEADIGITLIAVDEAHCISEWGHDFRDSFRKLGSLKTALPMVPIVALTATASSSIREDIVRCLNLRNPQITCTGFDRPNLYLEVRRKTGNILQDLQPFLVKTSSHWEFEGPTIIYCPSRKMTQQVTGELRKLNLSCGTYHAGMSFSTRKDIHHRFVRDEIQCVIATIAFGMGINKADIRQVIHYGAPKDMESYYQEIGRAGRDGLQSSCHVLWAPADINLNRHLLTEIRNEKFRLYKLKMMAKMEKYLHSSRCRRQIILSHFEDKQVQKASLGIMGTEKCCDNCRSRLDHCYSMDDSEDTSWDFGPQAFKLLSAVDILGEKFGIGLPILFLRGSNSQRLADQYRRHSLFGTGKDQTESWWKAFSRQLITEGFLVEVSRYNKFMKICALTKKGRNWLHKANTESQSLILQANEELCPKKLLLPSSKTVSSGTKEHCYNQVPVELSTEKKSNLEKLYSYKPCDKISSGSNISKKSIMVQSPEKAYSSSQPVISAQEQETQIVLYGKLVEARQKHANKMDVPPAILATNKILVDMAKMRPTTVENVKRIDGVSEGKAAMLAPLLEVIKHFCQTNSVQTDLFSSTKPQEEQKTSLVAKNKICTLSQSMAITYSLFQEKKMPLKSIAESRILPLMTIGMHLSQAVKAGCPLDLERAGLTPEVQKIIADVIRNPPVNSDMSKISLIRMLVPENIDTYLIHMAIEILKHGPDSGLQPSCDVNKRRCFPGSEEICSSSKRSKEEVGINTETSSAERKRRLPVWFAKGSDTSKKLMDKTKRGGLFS
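WRN at 20 nM final was preincubated with compound for 15 min at room temperature; reaction started with 100 nM forked duplex oligonucleotide carrying fluorophore and quencher plus 2 mM ATP (final). Unwinding followed kinetically by red fluorescence (ex 525/em 598 nm).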
EPAC1 antagonist: EPAC1 (human) antagonism. EPAC1 GEF assay, Rap1b-BODIPY-GDP exchange fluorescence. Potency, µM (titrated, usually from 115 µM), for inactives: top-dose activity change, negative = inhibition, usual class: inhibitors. hit rate 0.14% among 360,000. O95398. AID 720709;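 also: potency is read from the fitted curve at half-maximal effect; plate controls were vehicle for no effect and positive control for full effect; nearly all actives have a fitted effect of over 50% in size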
MmCpn inh: M. maripaludis TRiC chaperonin inhibition; purified Mm-Cpn ATPase, ADP Transcreener TR-FRET; Potency, µM (titrated, usually from 76.9 µM), for the others: at the highest dose activity, negative = inhibition, hits mostly inhibitors; hit rate 0.031% among 330,000; AID 504842; also: potency is read from the fitted curve at half-maximal effect; % is scaled to controls: 0 for no effect and ±100 for the full control effect; nearly all actives have a fitted effect of over 80% in size
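Inhibition of chaperonin ATP hydrolysis is measured as reduced ADP production, detected by competitive TR-FRET in which signal falls with ADP. Final enzyme 25 nM and ATP 10 uM, reacted 30 min at 37°C.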
PI5P4K alpha inh: inhibitors of human PI5P4K alpha; P48426; PI5P4Kalpha enzyme, ADP-Glo luminescence, 60 min; active compounds read low; max response, %; hit rate 1.2% among 330,000; AID 652105; active = max response of -50% or lower; inconclusive = between -30% and -50%; inactive = -30% or higher; also: value at the top dose of about 77 µM; % is scaled to controls: 0 for no effect and ±100 for the full control effect
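qHTS, 1536-well: enzyme/substrate mix, compound by pin tool, 5 microM ATP final; RT 60 min; ADP-Glo reagents 1 (45 min) then 2 (30 min); luminescence.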
EPAC2 antagonist: antagonists of human EPAC2 | EPAC2 GEF exchange of Rap1B-BODIPY-GDP, fluorescence | Potency, µM (highest dose often 114 µM), for the others: top-dose activity, negative = inhibition, most hits filed as inhibitors | hit rate 0.18% among 360,000; also: potency is read from the fitted curve at half-maximal effect; % is scaled to controls: 0 for no effect and ±100 for the full control effect; nearly all actives have a fitted effect of over 45% in size; many of its hits are not listed in these tables
EPAC1 ag: agonists of human EPAC1; EPAC1 agonist qHTS, biochemical assay; response scale: 100% = response to 6.5 mM cAMP; O95398; Potency, µM (top dose mostly 154 µM), for inactives: top-dose activation, most hits filed as activators; hit rate 0.073% among 360,000; also: potency is read from the fitted curve at half-maximal effect; nearly all actives have a fitted effect of over 60% in size
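Read-out is the fluorescence drop as BODIPY-GDP leaves Rap1B (480 nm excitation, 540 nm emission), recorded every 5 minutes over 30 minutes. Reactions held 100 nM EPAC1, 250 nM Rap1B–BODIPY-GDP and 50 uM GDP, with 6.5 mM cAMP setting full activation.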
An asterisk follows results filed as active; ? = inconclusive; / = no result given; & = joins results of further samples; [ ] = dose if it differs, or a comment. Unless noted, calls follow the shape of the dose curve; as a rule, active = well fitted curve in the direction sought with a large enough effect; inconclusive = small, poorly fitted or top-dose-only effect, or another doubt; inactive = no such curve, though single readings can be large; an effect the other way counts as inactive or inconclusive. The list is partial, so the mix of outcomes need not match the whole.

SMILES | PLK1 PBD inh | CCT modulator | WRN inhibitor | EPAC1 antagonist | MmCpn inh | PI5P4K alpha inh | EPAC2 antagonist | EPAC1 ag
OCCC1CN(Cc2cccn2-c2ccccn2)CCN1C1CCCCC1 (configuration not stated) | -5.0% | 1.6 | -23.6%[57.1 µM] | 8.7% | -0.8% | 1.7 | 5.8% | 3.9%
CN(CCc1cn[nH]c1)Cc1nc(C(c2ccccc2)c2ccccc2)no1 | -5.1% | 0.7 | -3.8% | -1.9% | -0.7% | 0.4 | -9.3% | 0.9%
Cc1c(N/C=C/C(=O)c2cccs2)c(=O)n(-c2ccccc2)n1C | -2.4% | -1.1 | -3.6% | -0.8% | -0.2% | / | 4.2% | 2.3%
COc1cccc(NC(=O)NNC(=O)CCc2ccc(O)c(O)c2)c1 | -2.5% | -0.6 | 4.5% | -25.8% | 2.0% | -0.4 | 5.4% | -8.1%
Cc1ccc(C(=O)O/N=C2\CCCc3ccccc32)cc1 | 2.3% | -0.5 | -3.2% | -10.4% | 0.1% | 0.3 | 5.5% | 9.3%
CO/N=C(/CNC(=O)c1cccc(Cl)c1)c1ccc(Cl)cc1 | -13.2% | -0.3 | 6.3% | -3.1% | -1.5% | 2.2 | 3.0% | 5.7%
COc1cccc(N=CC2=C(O)CC(C)(C)CC2=O)c1 | -7.4% | 4.3 | 5.9% | -2.0% | 1.8% | -7.4 | 8.6% | -5.3%
C=CCn1c(=O)c2ccccc2n2c(SC(C)C(=O)Nc3nc(-c4ccccc4)cs3)nnc12 (configuration not stated) | 0.0%&-13.5%&0.0% | 0.5 | -8.1% | 0.3% | -0.2% | -4.1 | -8.1% | 3.7%
COc1ccc(NC(=O)C2C(c3ccccc3)C2(Cl)Cl)cc1 (configuration not stated) | 6.1% | 2.4 | -1.1% | -24.9% | 0.2% | -2.8 | -4.8% | 4.7%
CC1CN(C(=O)COC(=O)c2ccc(NC(=O)CC#N)cc2)CC(C)O1 (configuration not stated) | -3.9% | 0.3 | -7.8% | -3.9% | 0.6% | -0.9 | 4.5% | 1.3%
CN1C=CC=C/C1=C1/SC(=S)N(Cc2ccccc2)C1=O | -9.9% | -62.2* | -12.9%[57.1 µM] | -9.9% | 0.1% | 1.0 | -3.8% | -14.5%
CCCCOC(=O)Nc1nnc(SCCOc2ccc(C)cc2)s1 | -9.3% | -1.3 | 3.3% | -12.9% | -9.8% | 11.8 | -5.5% | -0.4%
COC(=O)[C@@]1(Cc2ccccc2)[C@H]2C(=O)N(Cc3ccccc3)C(=O)[C@H]2[C@H]2CN=C(SCC3CC3)N21 | 1.1% | 0.9 | -0.7% | 4.9% | 2.4% | -3.3 | -4.9% | -1.6%
O=c1c2ccccc2nc(COc2ccccc2)n1/N=C/c1c[nH]c2ccccc12 | 2.5% | -5.1 | 5.4% | 4.0% | 0.6% | -3.6 | -19.6% | 8.3%
CCOc1ccc(-c2cc(C(=O)N3CCC(C)CC3)c3ccccc3n2)cc1 | -4.1% | -2.5 | -23.5% | 6.0% | / | -2.6 | -5.4% | -1.0%
Nc1c(Cl)cnn(-c2ccccc2)c1=O | -0.9% | 0.2 | -0.5% | -23.8% | / | -2.8 | 0.4% | 12.5%
Cc1cccn2c(=O)c(/C=C(\C#N)C(=O)NCc3ccco3)c(N3CCCCC3)nc12 | -1.1% | -4.1 | 0.5% | -4.8% | -3.1% | 1.9 | -2.3% | 5.1%
CC(C)c1ccc(NC(=O)Nc2nc(C(N)C(C)C)cs2)cc1 (configuration not stated) | -5.8% | 0.4 | -1.8% | -4.9% | / | 2.8 | 21.0% | -6.0%
C/C(=N\NC(=S)Nc1cccc(C)c1)c1cc2ccccc2o1 | -22.7% | -0.8 | -21.8% | -8.3% | -1.3% | 1.0 | -5.8% | 12.3%
O=C(N/N=C/c1ccc([N+](=O)[O-])o1)c1cn(-c2ccccc2)nc1-c1ccc(Cl)cc1 | -16.5% | -6.3 | 8.2% | -13.8% | 3.3% | -10.2 | 6.9%[57.1 µM] | -0.9%
NC1=NC[C@@H](Cc2ccc(O)cc2)N1CCCCC1CCCCC1 | -0.6% | 2.8 | -0.8% | -4.1% | 0.8% | -3.3 | -11.0% | 0.0%
CCCOc1ccc(N2C(=O)CC(N(O)c3ccccc3)C2=O)cc1 (configuration not stated) | -15.3% | -4.2 | -0.8% | -1.5% | -0.9% | -5.7 | -3.4% | 9.1%
O=C(COC(=O)c1ccccc1)NCCC1=CCCCC1 | -13.2% | -3.1 | -6.6% | 2.5% | 2.1% | -4.4 | 4.8% | 5.5%
CC1Cc2ccccc2C(=O)N1 (configuration not stated) | -27.7% | -1.7 | 4.8% | -5.7% | 2.5% | 6.9 | -0.8% | -3.4%
COCCCn1c(C)nnc1SCC(=O)NCc1ccco1 | -12.9% | 1.5 | -10.9% | 17.2% | 0.1% | / | 15.2% | 4.4%
O=C(c1cc2ccccc2o1)N1CCC(N2CCC(C(=O)N3CCCC3)CC2)CC1 | -14.4% | -3.2 | 7.6%[57.1 µM] | 11.9% | -1.4% | 9.5 | 1.2% | -4.7%
COc1cccc(C(=O)N2CCN=C2SC)c1 | -2.8% | 1.0 | -7.4% | 6.3% | -0.3% | 8.2 | 6.0% | 1.4%
Cc1nn(-c2ccccc2)c(C)c1/C=N/N1CCN(c2ccccc2)CC1 | -1.8% | 0.3 | -1.8% | 5.6% | -2.0% | / | -2.7% | 1.9%
COc1ccc(OC2C(=O)N(CCc3ccc(OC)c(OC)c3)C2c2ccc3c(c2)OCO3)cc1 (configuration not stated) | -1.3% | -0.1 | -7.9% | -6.1% | -4.3% | 9.4 | -3.3% | 2.1%
COc1ccc2[nH]c3c(N4CCc5ccccc5C4)ncnc3c2c1 | 5.6% | 1.8 | -31.0% | 1.8% | -3.5% | -14.5 | -3.8% | 11.9%
COC(=O)C1CCN(c2ccc(C(N)=O)cc2[N+](=O)[O-])CC1 | 6.0% | 1.9 | -1.6% | -12.9% | -1.7% | 2.3 | 0.2% | -4.5%
CCc1cc(C(=O)N2CCCC(CO)(Cc3ccc(F)cc3)C2)n(C)n1 (configuration not stated) | -7.1% | 0.7 | -6.8% | 14.7% | 1.0% | 17.2 | 9.5% | -9.3%
CCCc1cc(=O)[nH]c(SCC(=O)N2CCN(S(=O)(=O)c3ccccc3)CC2)n1 | -0.7% | 2.5 | -8.4% | -7.6% | 1.5% | 2.2 | 2.4% | 4.3%
COc1ccc(NC(=O)c2ccc(S(=O)(=O)N(C)C)cc2)cc1 | -4.8% | 1.5 | 0.5% | -4.5% | 2.9% | -1.2 | 3.1% | 6.4%
COc1ccc(S(=O)(=O)N2CCN(CC(=O)Nc3ccccc3OC)CC2)cc1 | -15.6% | -3.9 | 4.2% | -4.9% | 3.4% | 3.8 | 0.3% | -3.1%
CCCCOCCCN1CC(=O)N2C(C)c3[nH]c4ccccc4c3C[C@H]2C1=O (some centres not stated) | -13.1% | 0.8 | 2.0% | -12.6% | -1.7% | 6.1 | -8.3% | -5.3%
COc1cc(OC)c(S(=O)(=O)NC(C)C)cc1S(=O)(=O)NC(C)C | -19.6% | -2.3 | 14.7% | -2.1% | -4.1% | -4.0 | 8.9% | 2.6%
C/C=C(\C)CN1CCC(n2nccc2NC(=O)CCCc2ccccc2)CC1 | 4.9% | -0.4 | -8.7% | 5.6% | -4.9% | 4.2 | -4.6% | 0.2%
CCc1nc(SCc2ccc(OCC(C)C)cc2)n[nH]1 | -1.5% | 3.1 | 4.0% | -8.6% | 0.4% | 8.5 | -18.3% | 2.5%
COc1ccc(C(=O)NC(=S)N2CCN(c3ccccc3OC)CC2)cc1OC | -15.8% | -1.4 | 2.6%[57.1 µM] | 2.7% | -1.7% | -3.5 | 2.7% | -9.3%
O=C(CNC(=O)c1cccc(S(=O)(=O)N2CCc3ccccc32)c1)Nc1ccccc1Br | 0.4% | -2.8 | 0.3% | 6.1% | / | 2.9 | 5.6% | 13.1%
CC(=O)Nc1ccc(OC(=O)c2c(-c3ccccc3Cl)noc2C)cc1 | -0.6% | 0.5 | 1.8% | -15.9% | 1.0% | -3.2 | 1.5% | -0.1%
COc1ccc2c(c1)C(=NNc1ccc(C(=O)O)cc1)c1cc(OC)ccc1-2 | ? | 0.8 | -0.4%[11.6 µM] | 8.1% | -0.8% | 13.6 | ? | -17.3%
CC1CN(C(=O)/C=C/c2ccccc2Cl)CC(C)O1 (configuration not stated) | 2.2% | 0.8 | 4.9% | 21.0% | -0.7% | -6.4 | 8.2% | 10.5%
O=C(Nc1ccccc1Br)c1cc[n+]([O-])cc1 | 3.8% | -2.6 | 1.4%[57.1 µM] | 3.5% | -10.2% | 4.3 | 5.7% | 7.1%
O=C(COC(=O)CCc1nc2ccccc2c(=O)[nH]1)Nc1ccc(N2CCOCC2)cc1 | -18.4% | 2.6 | -24.1% | 7.1% | -3.2% | 1.4 | 1.5% | -6.3%
Cc1ccc(NC(=O)C2C3/C=C\CCCCC32)cc1 (configuration not stated) | 1.9% | -2.7 | -21.1%[57.1 µM] | -2.9% | 0.8% | 3.2 | 12.8% | 1.1%
CCOC(=O)c1c(C)[nH]c(C)c1S(=O)(=O)N1CCN(c2ccc([N+](=O)[O-])cc2)CC1 | -13.8% | -1.4 | -2.4% | ? | 0.7% | 4.2 | -2.5% | -4.3%
N#Cc1ccccc1NC(=S)Nc1ccc(F)cc1 | -13.9% | 0.7 | -1.9% | 1.8% | 5.1% | 0.1 | 21.4% | -12.0%
CCn1cc(CN2CCN(Cc3ccsc3)C(CCO)C2)cn1 (configuration not stated) | 1.1% | -5.0 | 2.5% | 7.0% | 0.7% | -2.7 | 12.2% | 2.4%
Cc1c(-c2ccccc2)c(P(=O)(N2CCOCC2)N2CCOCC2)c2ccccn12 | -12.3% | -3.3 | 1.8% | 16.3% | -2.1% | / | 2.4% | 11.8%
CC(C)[C@H](NC(=O)[C@@H]1Cc2ccccc2CN1C(=O)OC(C)(C)C)C(=O)NCC1CCC(C(=O)O)CC1 (some centres not stated) | -7.9% | 1.1 | 1.9% | -27.1% | -1.0% | 0.8 | -0.3% | -6.7%
CCN(CC)C(=O)COc1ccc2c(c1)C(=O)CC(C)(C)O2 | -10.1% | 1.6 | 0.3% | -15.4% | -4.5% | 0.8 | 2.4% | 1.2%
